# GCN5L2 inh – blocks human GCN5L2 histone acetyltransferase. Potency, µM (top dose mostly 58.9 µM), without a hit: at the highest dose activity change, negative = inhibition, actives largely listed as inhibitors. hit rate 0.21% among 390,000. Q92830. GCN5L2 HAT assay, ThioGlo1 CoA-SH fluorescence
#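 Free CoA generated was detected with ThioGlo1 (50uM) fluorescence at Ex340nm/Em540nm, read immediately and after 20 min at room temperature. Enzyme, 20 nM in HEPES pH 7.5 buffer, saw compounds 15 min before adding 75uM H3(1-25) peptide and 70uM acetyl-CoA.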
# FEN1 inh – blocks human flap endonuclease 1 | P39748 | hit rate 0.35% among 390,000 | Recombinant FEN1 flap cleavage, fluorescence, 15 min | AID 588795 | Potency, µM (highest dose often 114 µM), without a hit: at the top dose activity change, negative = inhibition, actives largely listed as inhibitors; note: nearly all actives have a fitted effect of over 65% in size
# Target sequence (P39748 whole entry, looked up): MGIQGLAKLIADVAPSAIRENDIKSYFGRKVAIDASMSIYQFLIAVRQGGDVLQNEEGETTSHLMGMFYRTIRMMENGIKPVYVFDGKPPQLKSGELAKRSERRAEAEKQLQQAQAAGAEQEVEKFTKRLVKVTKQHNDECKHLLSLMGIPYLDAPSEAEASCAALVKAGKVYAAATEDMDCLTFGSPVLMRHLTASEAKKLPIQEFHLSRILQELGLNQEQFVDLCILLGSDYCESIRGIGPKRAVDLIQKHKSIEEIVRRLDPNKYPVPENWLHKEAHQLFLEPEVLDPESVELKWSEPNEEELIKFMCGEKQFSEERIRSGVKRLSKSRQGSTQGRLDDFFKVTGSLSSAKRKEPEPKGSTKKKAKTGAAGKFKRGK
#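 Concentration–response screening of FEN1 (10 nM): 15 min compound preincubation at room temperature, reaction started with 50 nM substrate and read at 0 and 15 min. Corrected, normalized data were fitted by a four-parameter Hill equation.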
# TDP1 cell CPT – DT40-hTDP1 cell growth loss with CPT; chicken DT40 Tdp1-/-;hTDP1 cells + 20 nM CPT, ATP luminescence, 48 h; Potency, µM (series often up to 46.2 µM), for inactives: at the top dose activity change, negative = growth inhibition, most hits filed as inhibitors; hit rate 12% among 420,000; note: nearly all actives have a fitted effect of over 55% in size
#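 Chicken DT40 Tdp1-/- cells complemented with human TDP1, 400 cells/well, exposed to compounds plus 20 nM camptothecin for at least 48 h at 37 C; viability read as ATP content by CellTiter-Glo luminescence.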
# * marks the source's active call; other numbers are inactive results; ? = inconclusive; nt = no result given; & = joins results of further samples; ! = not active in a repeat. Calls come from the whole dose curve; as a rule, active = well fitted curve in the direction sought with a large enough effect; inconclusive = small, poorly fitted or top-dose-only effect, or another doubt; inactive = no such curve, though single readings can be large; an effect the other way counts as inactive or inconclusive. % is set by controls: 0 for no effect and ±100 for the full control effect; potency is the fitted concentration of half-maximal effect. Not all compounds are listed (hit frequency here may not be typical).
# Sample of the layout, seven compounds:
SMILES,GCN5L2 inh,FEN1 inh,TDP1 cell CPT
CN(Cc1ccccc1)C1CCCN(C(=O)c2ccc(Cl)s2)C1 (stereo unspecified),0%,-7%,?
CCN(CC)C(=O)[C@H]1C[C@H](CC(=O)NCCC2=CCCCC2)C(=O)N2CCc3c([nH]c4cc(CCC(=O)N(C)C)ccc34)[C@]12C,-5%,-1%,?
Cc1ccc(C(=O)Nc2cccc(NC(=O)c3ccc(C)c([N+](=O)[O-])c3)n2)cc1[N+](=O)[O-],-3%,-15%,?
CCOc1ccc2nc(SCC(=O)NCc3ccccc3)[nH]c2c1,-13%,4%,-13%
CCn1c(=S)[nH]c2cc(Cl)ccc21,0%,-15%,3%
O=C(NCCNC(=O)c1ccccn1)c1ccc(Cl)cc1,-8%,-4%,-10%
COc1ccccc1CNc1cc(-c2ccccc2C)ncn1,-11%,nt,4.1µM*

# Results, repeating the preview:
SMILES,GCN5L2 inh,FEN1 inh,TDP1 cell CPT
CN(Cc1ccccc1)C1CCCN(C(=O)c2ccc(Cl)s2)C1 (stereo unspecified),0%,-7%,?
CCN(CC)C(=O)[C@H]1C[C@H](CC(=O)NCCC2=CCCCC2)C(=O)N2CCc3c([nH]c4cc(CCC(=O)N(C)C)ccc34)[C@]12C,-5%,-1%,?
Cc1ccc(C(=O)Nc2cccc(NC(=O)c3ccc(C)c([N+](=O)[O-])c3)n2)cc1[N+](=O)[O-],-3%,-15%,?
CCOc1ccc2nc(SCC(=O)NCc3ccccc3)[nH]c2c1,-13%,4%,-13%
CCn1c(=S)[nH]c2cc(Cl)ccc21,0%,-15%,3%
O=C(NCCNC(=O)c1ccccn1)c1ccc(Cl)cc1,-8%,-4%,-10%
COc1ccccc1CNc1cc(-c2ccccc2C)ncn1,-11%,nt,4.1µM*
C=CCOc1ccc(CNn2cn[nH]c2=S)cc1,-1%,-13%,-3%
O=C(NCC(O)CN1CCOCC1)c1ccc([N+](=O)[O-])cc1 (stereo unspecified),-16%,1%,2%
COC(OC)c1ccnc(-c2ccc(OC(=O)c3cccs3)cc2)n1,-2%,-19%,-1%
COc1ccc(CCNC(=O)c2cc(=O)c3cc(C)ccc3o2)cc1,-7%,1%,23µM*
COc1ccc(NC(=O)c2cc(OC)c(OC)c(OC)c2)cc1S(=O)(=O)N1CCCCC1,-10%,-1%,?
COc1ccccc1Oc1ccnc2cc(Cl)ccc12,-5%,-1%,?
CCOC(=O)c1c(C)[nH]c(C)c1S(=O)(=O)N(C)CC(=O)NCc1cccc(Br)c1,-3%&14%,-1%&20%,?
CCN(CC(=O)NCc1cccs1)C(=O)c1cccc(S(=O)(=O)N2CC(C)OC(C)C2)c1 (stereo unspecified),-5%,21%,-21%
COc1ccc(NC(=O)CSCC(=O)N2CCCc3ccccc32)cc1,-24%,4%,-5%
CCOC(=O)N1CCN(S(=O)(=O)c2ccc(C(=O)Nc3nnc(C4CC4)o3)cc2)CC1,-6%,5%,-17%
Cc1ccc(C)c(N(C)C(=O)CCS(=O)(=O)c2cccc3nonc23)c1,1%,0%,1%
Cc1ccc(C(C)C)c(OCC(=O)NNC(=O)Cc2ccc(S(=O)(=O)N3CCOCC3)s2)c1,-3%,2%,6%
Cc1ccc(NC(=O)CCCc2nc3ccccc3s2)c(O)c1,-9%,-8%,-22%
O=C(NCc1ccccn1)c1ccc([N+](=O)[O-])cc1,-6%,15%,-1%
CCn1nc(C(=O)NCC2COc3ccccc3O2)c2ccccc2c1=O (stereo unspecified),-11%,?,?
CCCS(=O)(=O)N1CCC(C(=O)NCCN2CCC(Cc3ccccc3)CC2)CC1,-14%,5%,-20%
COc1cccc(CNC(=O)CS(=O)(=O)Cc2nc(-c3ccc(C)cc3)oc2C)c1OC,-1%,8%,2%
O=S1(=O)CCO[C@H]2Cc3ccccc3[C@H]2N1Cc1ccc(Cl)cc1,2%,-23%&-5%,?
CCN1CCc2c(sc(NC(=O)c3ccc(S(=O)(=O)N4CCOCC4)cc3)c2C(=O)OC)C1,7%,-11%,8.2µM*
COc1ccc(/C=C/C(=O)NC(=S)Nc2ccc(S(N)(=O)=O)cc2)cc1,-2%,-16%,?
Nc1nonc1C(=Nc1ccc(Br)cc1)NO,-11%,-10%,26µM*
Cc1ccccc1NC(=O)Cc1nc(COC(=O)CCNS(=O)(=O)c2ccccc2)cs1,-2%,-13%,2%
CCN(CC)C(=O)c1sc(NC(=O)C2c3ccccc3Oc3ccccc32)c(C(=O)OC(C)C)c1C,2%,13%,?
O=C(c1ccccc1)N(Cc1ccc2c(c1)OCO2)Cc1nc2ccccc2c(=O)[nH]1,-5%,2%,-18%
O=C(CN1CCN(Cc2ccccc2)C1=O)NCc1ccc(Cl)cc1,2%,5%,-9%
COCC(=O)N(Cc1cc2ccc(C)cc2[nH]c1=O)c1cccc(C)c1,-6%,-6%,-8%
CCn1nnnc1SCC(=O)NNC(=O)C1CCCCC1,-2%,-1%,3%
CS(=O)(=O)N(Cc1cc2ccccc2[nH]c1=O)C1CCCCC1,9%,-12%,?
COc1ccc(C(=O)NC(=S)Nc2ccc([N+](=O)[O-])cc2C)cc1OC,-3%,3%,?
Cc1ccc(-c2csc(NC(=O)c3cc([N+](=O)[O-])ccc3N3CCOCC3)n2)cc1,-13%,-8%,?
COc1ccccc1NS(=O)(=O)c1ccc(NC(=O)c2ccccn2)cc1,-8%,-10%,?
COC(=O)c1ccc(Cn2nc(-c3ccc(C)cc3)ccc2=O)cc1,-30%&-6%,8%&21%,16µM*!
CCOc1ncccc1C(=O)OCC(=O)c1cc(OC)c(OC)c(OC)c1,-6%,3%,13%
Cc1nc2ccn(Cc3cccs3)c(=O)c2cc1C(=O)N1CCN(c2ccc(F)cc2)CC1,-8%,9%,?
CC(C)(C)C(=O)Nc1nnc(CCc2ccccc2)s1,-1%,-1%,9%
CC(C)Cc1ccc(C(C)C(=N)N)cc1 (stereo unspecified),-8%,-4%,7.3µM*
O=C1Cc2ccccc2C(c2ccc(Br)cc2)N1 (stereo unspecified),-3%,0%,?
N/C(=N\OC(=O)CCCOc1ccccc1)c1cccc(Br)c1,3%,-11%,1%
CCc1ccc(-n2c(C)nnc2SCc2nc(-c3ccc(OC)cc3)no2)cc1,-2%,10%,?
CSc1ccccc1NC(=O)CSc1nnc(COc2ccccc2)o1,-3%,7%,3%
CCc1ccc(-c2csc3ncn(Cc4ccc(C(=O)O)cc4)c(=O)c23)cc1,0%,-2%,-17%
COc1ccc(/C=N/NC(=O)/C(=C/c2ccccc2)CCO)cc1,2%,0%,22%
O=C(COC(=O)Cc1ccsc1)NC1CCCCCC1,-5%,0%,-9%
CC(C)(C)c1csc(NC(=O)Cn2cnc3ccccc3c2=O)n1,-9%,3%,?
CCNC(=O)CN1c2cccc3cccc(c23)S1(=O)=O,-29%,3%,-3%
Cn1c(SCC(=O)c2ccc(O)cc2O)nnc1-c1ccccc1,-2%,-2%,-5%
COC(=O)/C=C/C(=O)NCc1ccco1,-1%,-5%,-2%
O=C(O)c1ccccc1-c1ccc(C(F)(F)F)cc1,1%,nt,3%
O=C(N/N=C/c1ccc(Cl)c([N+](=O)[O-])c1)c1ccc2c(c1)OCCO2,nt,?,-16%
Cc1cccc(NC(=O)c2ccc(Cn3cc(C(F)(F)F)ccc3=O)cc2)c1,-13%,-16%,3%
CC(OC(=O)c1nc(Cl)ccc1Cl)C(=O)NC1CCCCC1C (stereo unspecified),2%,-5%,1%
CCOC(=O)c1cn(-c2c(C)n(C)n(-c3ccccc3)c2=O)c2c(F)c(F)c(F)cc2c1=O,-1%,-3%,7%
Cc1ccc(NC(=O)C2c3ccccc3Oc3ccccc32)nc1,-13%,14%,?

# Further entries follow:
SMILES,GCN5L2 inh,FEN1 inh,TDP1 cell CPT
O=C1OC(=O)c2cc([N+](=O)[O-])ccc21,-5%,-5%,3%
CCCC1=C(C(=O)OCC)C(c2cc(Cl)cc(OC)c2OCC(=O)OCC)NC(=O)N1 (stereo unspecified),-5%,2%,?
CCOc1ccc(NC(=O)CSc2nc3c(oc4ccccc43)c(=O)n2-c2ccccc2C)cc1,-5%,-7%,?
COc1ccc2nc(C)cc(NCc3ccc(F)cc3)c2c1,-23%,1%,?
O=C(Cc1ccc(Cl)c(Cl)c1)NC1CCCCCC1,-1%,1%,-23%
COc1ccccc1NC(C)C(=O)Nc1ccc(C(C)=O)cc1 (stereo unspecified),2%,3%,?
CCc1cc(CNC(=O)c2cccc(OC3CCN(S(C)(=O)=O)CC3)c2)on1,nt,1%,?
N#Cc1c(N2C(=O)c3ccc(C(=O)O)cc3C2=O)sc2c1CCCC2,-4%,-4%,-4%
Nc1ccc(C(=O)N2CCN(S(=O)(=O)c3ccc4c(c3)OCCCO4)CC2)cc1[N+](=O)[O-],0%,-22%,?
CCCN=C1N(C)C[C@@H]2[C@@H]3C(=O)N(C)C(=O)[C@@H]3[C@](C)(C(=O)OC)N12,-9%,-13%,8%
COc1cc2c(cc1OC)-c1cc(NC3CCCCCCC3)nc(=O)n1CC2,-6%,6%,?
CC(C)N(C(=O)[C@H]1C[C@H](CC(=O)NCCc2ccccn2)C(=O)N2CCc3c([nH]c4cc(CCC(=O)N(C)C)ccc34)[C@]12C)C(C)C,2%,-3%,-13%

# Part of the list above in order of molar mass, rising.
SMILES,GCN5L2 inh,FEN1 inh,TDP1 cell CPT
COc1ccccc1Oc1ccnc2cc(Cl)ccc12,-5%,-1%,?
CCNC(=O)CN1c2cccc3cccc(c23)S1(=O)=O,-29%,3%,-3%
CCN1CCc2c(sc(NC(=O)c3ccc(S(=O)(=O)N4CCOCC4)cc3)c2C(=O)OC)C1,7%,-11%,8.2µM*

# Carrying on.
SMILES,GCN5L2 inh,FEN1 inh,TDP1 cell CPT
COc1ccc(C)cc1-n1c(=O)c2ccccc2c2ccccc2c1=O,-20%,-1%,6%
COc1nc(NC(C)(C)C)nc(Oc2ccc(=O)n(-c3ccccc3)n2)n1,-4%,-5%,-20%
CCC(C(=O)Nc1cc(Cl)c(OC)cc1OC)c1ccccc1 (stereo unspecified),-16%,-21%,?
CSCCC(NC(=O)c1ccco1)C(=O)OCC(=O)N1c2ccccc2NC(=O)C1(C)C (stereo unspecified),1%,-9%,-5%
COc1ccc(OC)c(-n2cnc3cc(C(=O)NCCCN4CCOCC4)ccc32)c1,29%,6%,-7%
COc1ccc(C2c3cccn3CCN2S(=O)(=O)c2ccc([N+](=O)[O-])cc2)cc1 (stereo unspecified),-15%,-9%,?
O=C(NCc1cccnc1)Nc1ccc(Cl)c(Cl)c1,-6%,2%,-28%
CC(=O)NC1=C(Nc2ccc(N(C)C)cc2)C(=O)c2ccccc2C1=O,0%,-9%,13µM*
CSc1ncc(C(=O)Nc2ccccc2Cl)c(C)n1,-4%,-7%,9%
CNC(=S)N(CCc1ccc(OC)c(OC)c1)Cc1cc2c(C)cc(C)cc2[nH]c1=O,0%,9%,-14%
Cc1nn(C)c(Cl)c1NC(=O)OCc1ccc(Cl)cc1Cl,2%,-5%,15µM*
CCOc1ccc(NC(=O)CN(C)C(=O)c2cc(C)on2)cc1OCC,-8%,-1%,17%
CCCn1c(N2CCN(C)CC2)nc2c1c(=O)[nH]c(=O)n2C,0%,5%,2%
COc1cccc(NC(=O)NCCCN2CCN(c3ccc(F)cc3)CC2)c1,17%,0%,?
NNc1nnc2c3cc(F)ccc3n(CCc3ccccc3)c2n1,-19%,-9%,?
COc1cccc(NCc2cc(=O)oc3cc(C)c(O)cc23)c1,0%,13%,?
CC(=O)N/C(=C\c1ccccc1)C(=O)OCC(=O)NC(=O)c1ccccc1,0%,-8%,-28%
CCS(=O)(=O)N1CCC2(CC1)OC(=O)C(C)=C2C(=O)NCc1ccccc1C,-6%,-1%,?
Nc1cc(Cc2ccccc2)ccc1O,nt,3%,23µM*
COc1ccccc1C(=O)NC(=O)COC(=O)CCNS(=O)(=O)c1ccccc1,-20%,8%,?
COc1cccc(-c2nnn(CC(=O)N3CCCCC3)n2)c1,-24%,19%,21%
COC(=O)Nc1nc(C)c(C(=O)N(C)C)s1,-7%,9%,10%
CCCCNC(=O)O/N=C(\N)CS(=O)(=O)C(C)(C)C,-4%,0%,17%
CN(C)S(=O)(=O)c1ccc2c(c1)c(=O)c(C(=O)N1CCN(c3ccccn3)CC1)cn2C,-4%,16%,-1%
Cc1nc2ncccn2c1-c1csc(Nc2ccc(O)cc2)n1,0%,?,?
CCCC(O)(CCC)C(=O)NN1CCCCC1,-11%,-13%,23µM*
O=C(NCCc1csc(-c2ccc(C(F)(F)F)cc2)n1)C(=O)Nc1ccc(F)c(Cl)c1,-4%,-8%,?
COc1ccc(C(=O)Oc2ccc(C3NC(=O)c4c(sc5c4CCN(C)C5)N3)cc2OC)cc1 (stereo unspecified),-9%,-6%,?
CC1(C)COC(c2ccc3c(c2)OCO3)OC1,nt,-1%,9%
COc1cc(C(=O)NCC(=O)Nc2c(C)cccc2C)ccc1OCC(=O)N1CCOCC1,-1%,0%,0%

# Assay outcomes as filed in PubChem BioAssay.
